TNAP activators = human TNAP enzyme activators, primary screen, biochemical, luminescent, no phosphate acceptor, uHTS (AID 1001); activation fold at 20 µM; hits with a dose series show EC50 in µM; purified TNAP, luminescent activation assay, no phosphate acceptor; higher activation fold means a stronger effect; 200,000 tested, 0.03% active; in the data active = activation fold from about 3, or a potency from the dose series; inactive = the rest, 99 in 100 with activation fold below about 1.6; also: many of its hits are not listed in these tables
K1F lysis inhibition = protection from phage-mediated lysis, alamar blue read-out – E. coli UTI89, K1F phage, bacterial capsule biogenesis inhibitors (AID 488966). E. coli UTI89 K1F phage lysis, alamar blue, 2 h; higher % means a stronger effect. 340,000 tested, 0.02% active. inhibition, % at 100 µM, or IC50 in µM where a hit was titrated;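 active = phage lysis inhibition, versus mean bacterial control, above a set limit; inconclusive = no clear call, values can overlap the other calls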;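 also: capsule biogenesis inhibitors block K1F phage lysis so surviving cells raise fluorescence; higher fluorescence means more inhibition of phage lysis; actives were called in the ten point dose series up to 300 µM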
PhoP inhibition = PhoP-dependent GFP reporter repression – Salmonella Typhimurium, primary screen (AID 1863) | S. Typhimurium PhoP-regulated promoter GFP reporter, 4 h; higher % means a stronger effect | inhibition, % at 50 µM; hits with a dose series show IC50 in µM | 300,000 tested, 0.16% active;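 active = inhibition over 29.93%, a cutoff 3 SD above the screen mean, later confirmed by dose response; inconclusive = inhibition over 29.93% but no dose response follow-up; inactive = inhibition at most 29.93% or unconfirmed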;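 also: 0% = low Mg2+ inducing control and 100% = high Mg2+ repressing control; strong numbers were not always called active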
T cell HTS = modulates CD8 T cell binding to vesicles | 2C CD8+ T cell-vesicle binding, flow cytometry; active compounds read low | calls only at 7 µM | 330,000 tested, 0.068% active | AID 2052;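 active = response, share of CD8 T cells binding vesicles, and their 90th percentile fluorescence all below set limits, cut at about 80% in these data, passing the limit was not always enough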
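Material: murine 2C transgenic CD8+ T lymphocytes / Also added: QL9-peptide-loaded Drosophila micro-vesicles bearing Ld, ICAM-1 and B7-1 / Schedule: binding step 1.5 h, 37 °C, antibody labelling 20 min, ice / Signal: flow cytometry, PE anti-B7-1 (FL2) versus Alexa647 anti-CD8 (FL8), PFA-fixed / Evaluation: percent CD8+ FL2 mean versus row control / Benchmarks: naked versus QL9-loaded vesicles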
RSV antiviral HEp-2 = RSV antiviral activity via CPE protection, HEp-2 cells, primary 10 µM value included (AID 2391); one-dose CPE inhibition, % at 10 µM; IC50 in µM for titrated hits; 310,000 tested, 0.13% active; HEp-2 cells, RSV-induced CPE inhibition; higher % means a stronger effect; in the data active = a potency from the dose series; inconclusive = CPE inhibition mostly from about 23% at the one dose, without a potency; inactive = the rest, 99 in 100 with CPE inhibition below about 21%; also: strong numbers were not always called active
Rac1 GTP hydrolysis = MgcRacGAP GTPase-activating activity inhibitors, confirmation, biochemical, ADP Hunter fluorescence; inhibition, % at 30 µM, or IC50 in µM where a hit was titrated; 340,000 tested, 0.6% active; MgcRacGAP-stimulated Rac1 GTP hydrolysis, ADP Hunter fluorescence; higher % means a stronger effect; GST-tagged Rac1 F28L mutant substrate; AID 624330;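 active = first-screen hits whose inhibition reached a set limit at any dose in the follow-up dose series; inconclusive = inhibition above the set first-screen limit but never retested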;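 also: fluorescence reports GDP produced by GAP-driven GTP hydrolysis; strong numbers were not always called active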
NTR1 ag = agonists of NTR1, primary screen, imaging, U2OS cells, beta-arrestin-GFP, high content (AID 493036) | activation, % at 20 µM | NTR1-U2OS beta-arrestin-GFP spot imaging, agonist mode | 330,000 tested, 0.17% active;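 active = activation at or above 40% of the spot to cytoplasm intensity ratio, with at least 20 cells analyzed; inconclusive = wells under 20 cells, flagged as cytotoxic or low count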;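 also: 0% = DMSO without peptide and 100% = 100 nM NTR1 peptide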
Target sequence (P30989 whole entry, looked up): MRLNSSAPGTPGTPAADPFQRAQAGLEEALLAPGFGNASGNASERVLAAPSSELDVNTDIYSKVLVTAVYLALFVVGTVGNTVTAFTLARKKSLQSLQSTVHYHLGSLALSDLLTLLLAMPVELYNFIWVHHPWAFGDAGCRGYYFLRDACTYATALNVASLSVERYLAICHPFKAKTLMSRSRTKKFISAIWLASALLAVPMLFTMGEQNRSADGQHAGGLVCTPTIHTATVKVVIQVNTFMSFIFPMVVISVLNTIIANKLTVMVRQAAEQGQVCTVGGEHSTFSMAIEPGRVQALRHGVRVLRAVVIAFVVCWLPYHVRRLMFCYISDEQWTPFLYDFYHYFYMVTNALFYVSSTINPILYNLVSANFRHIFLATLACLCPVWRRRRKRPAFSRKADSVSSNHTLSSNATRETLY
Myeloid diff 2 = promotes myeloid progenitor differentiation; ER-HoxA9 myeloid progenitors, lysozyme-GFP differentiation, flow cytometry; 360,000 tested, 1% active; calls only at 10 µM;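 active = normalized GFP-positive differentiation at or above the plate's own cutoff, the solvent-only control mean plus 3 SD; inconclusive = no clear call, values can overlap the other calls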;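 also: cells exposed to compound for four days before flow analysis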
SV40 large T antigen = SV40 large T antigen inhibitors, biochemical (AID 1903) | inhibition, % at 20 µM; hits with a dose series show IC50 in µM | 310,000 tested, 0.39% active | SV40 large T antigen ATPase/helicase inhibition assay; higher % means a stronger effect; in the data active = a potency from the dose series; inconclusive = inhibition mostly from about 32% at the one dose, without a potency; inactive = the rest, 99 in 100 with inhibition below about 32%; also: strong numbers were not always called active
T cell HTS vesicle-bound % = second read-out of T cell HTS, no call of its own (marks repeat the call); double positive events, %; measured here: CD8+ vesicle-bound cell fraction;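 binding gate set so that unloaded-vesicle control wells show 10% double positive cells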
NTR1 ag cell count 20 µM = recorded beside NTR1 ag, whose call it bears; cell count; measured here: cell count, cytotoxicity flag
Myeloid diff 2 GFP+ MAC1+ % = further read-out of Myeloid diff 2, marked with its call; GFP+ MAC1+ double positive, %; measured here: differentiation confirmed by MAC1 staining
* hit, by the source's call; i = inactive; u = inconclusive; x = no result given; [ ] = another dose, or the depositor's remark. This is a random part of the collection; about 2.3% have a hit in one of these screens.

Each structure is followed by: TNAP activators | K1F lysis inhibition | PhoP inhibition | T cell HTS | T cell HTS vesicle-bound % | RSV antiviral HEp-2 | Rac1 GTP hydrolysis | NTR1 ag | NTR1 ag cell count 20 µM | Myeloid diff 2 | Myeloid diff 2 GFP+ MAC1+ % | SV40 large T antigen
Nc1cc(N)cc(C(=O)OCC(=O)Nc2cc(S(=O)(=O)N3CCCCC3)ccc2Cl)c1
  1.1 | 0.2% | -5% | i | 31 | 4.3% | -4% | -0.2 | 54 | i | 0.7 | 2%
O=C(N/N=C/c1ccncc1)c1ccc(OCc2ccccc2)cc1
  x | 0.4% | -5% | i | 40 | 0.1% | 10% | 0.5 | 57 | i | 0.5 | x
COc1ccc(C(=O)c2c[nH]c3ccccc23)cc1
  1 | 0.7% | 0% | i | 49 | 3.9% | 7% | 0.1 | 52 | i | 1.2 | -11%
Cc1cccc(CCNC(=O)CCS(=O)(=O)c2cc3c(cc2C)NC(=O)CO3)c1
  x | 15% | x | i | 17 | -0.3% | -1% | -0.4 | 70 | i | 5.5 | 2%
COc1ccccc1/C=C/CN1CCC(n2nccc2NC(=O)C2CC2)CC1
  x | 0.2% | 6% | i | 68 | 0.3% | 6% | -0.6 | 59 | i | 1.3 | 7%
O=C(O)Cn1nc(-c2ccccc2)oc1=O
  1.1 | 0.3% | -4% | i | 37 | -0.2% | 11% | 0.0 | 25 | i | 0.9 | 8%
O=C(Oc1ccccc1Cl)c1ccc(-n2cncn2)nc1
  1.1 | 0.1% | 10% | i | 29 | 2.2% | 10% | 7.4 | 83 | i | 0.5 | 5%
Cc1ccc(Cn2nc(C)c(C(=O)NCC(c3cccs3)N3CCOCC3)c2Cl)cc1 (stereo not given)
  x | -1.0% | 1% | i | 41 | -0.5% | 1% | -1.3 | 65 | i | 0.4 | 9%
Cc1ccc(CN2CC(C(=O)N3CCN(c4ccccc4Cl)CC3)CC2=O)cc1 (stereo not given)
  x | 0.1%[50 µM] | x | i | 40 | 2.9% | 3% | 3.4 | 63 | i | 1.3 | x
COCCOC(=O)c1[nH]c2c(c1C)C(=O)CC(c1ccc(F)cc1)C2 (stereo not given)
  1.1 | 6.0% | -5% | i | 22 | 0.3% | 8% | 0.7 | 44 | i | 7.4 | 1%
CCn1c(SCC(=O)NNC(=O)c2ccc(C)cc2)nnc1-c1ccncc1
  x | 0.4% | x | i | 19 | -1.5% | 1% | -1.7 | 71 | i | 0.7 | x
O=S(=O)(NCCc1ccccc1)c1ccc(Br)s1
  x | 0.0% | 0% | i | 25 | 2.2% | 8% | 1.8 | 67 | i | 1.8 | 9%
CNC(=O)Nc1ccccc1NC(=O)NC
  1.1 | -0.3% | 7% | i | 27 | -1.2% | -4% | 3.3 | 95 | i | 0.4 | 0%
O=C(c1ccccc1Cl)N1CCN(S(=O)(=O)N2CCCCC2)CC1
  x | -0.1% | 6% | i | 12 | 0.5% | 1% | 1.3 | 53 | i | 1.1 | 5%
COc1cccc(-c2cc(C(F)(F)F)c(C#N)c(=O)[nH]2)c1
  1.1 | -0.9% | -6% | i | 41 | 18% | 8% | 1.7 | 41 | i | 0.0 | 9%

The list continues.
Each structure is followed by: TNAP activators | K1F lysis inhibition | PhoP inhibition | T cell HTS | T cell HTS vesicle-bound % | RSV antiviral HEp-2 | Rac1 GTP hydrolysis | NTR1 ag | NTR1 ag cell count 20 µM | Myeloid diff 2 | Myeloid diff 2 GFP+ MAC1+ % | SV40 large T antigen
COc1ccccc1NC(=O)C1=C(C)Nc2nc(-c3cccs3)nn2C1c1cccnc1 (stereo not given)
  1.1 | -0.2% | 1% | i | 57 | 1.0% | 4% | -0.4 | 52 | i | 2.6 | 10%
CC(OC(=O)Cn1cnc2c1c(=O)n(C)c(=O)n2C)C(=O)N(C)c1ccccc1 (stereo not given)
  x | 2.1%[50 µM] | 5% | i | 32 | 2.4% | 4% | 2.9 | 67 | i | 0.3 | 9%
Cc1cccc(N2CCN(Cc3oc(CO)cc(=O)c3O)CC2)c1C
  1.1 | 6.8% | 6% | i | 55 | 2.6% | 13% | -2.2 | 44 | i | 2.1 | 2%
CCOC(=O)c1ccc(NC(=S)NNC(=O)COC)cc1
  1.9 | 0.0% | -16% | i | 35 | 2.0% | 5% | -0.7 | 43 | i | 0.4 | 11%
COc1cc([N+](=O)[O-])ccc1NC(=O)c1cccc(NC(=O)C(C)C)c1
  1.1 | 4.0% | 0% | i | 51 | 3.8% | 10% | 1.2 | 84 | i | 0.0 | 9%
O=C(CCc1ccccc1)NCCSc1ccccc1
  1.2 | 1.8% | 2% | i | 37 | -1.3% | 6% | 0.6 | 24 | i | 0.3 | 0%
Cc1cc(/C=N/NC(=O)c2cccc([N+](=O)[O-])c2)c(C)n1-c1ccccc1
  1.2 | 0.3% | 5% | i | 53 | 11% | 13% | -2.3 | 85 | i | 0.6 | 2%
COc1ccc(CN2CCCCCC2)c(C)c1C
  1.1 | 6.0% | 1% | i | 18 | -0.3% | 11% | -0.2 | 82 | i | 1.5 | 13%
CCCCOc1ccc(S(=O)(=O)N2CCCCC2)cc1
  x | -0.2% | -2% | i | 53 | u | 5% | 1.8 | 65 | i | 0.6 | -3%
O=C(Cc1ccc(F)cc1)Nc1ccccc1N1CCCC1
  x | -0.1%[50 µM] | 2% | i | 54 | 0.4% | 5% | -0.3 | 53 | i | 0.7 | 9%
c1ccc(CSc2nnc(-c3ccco3)c(-c3ccco3)n2)cc1
  1 | -0.7% | -3% | i | 30 | 0.8% | u | 4.0 | 74 | i | 0.9 | 33%
COc1ccc(NS(=O)(=O)c2ccc(-c3ccccn3)s2)cc1
  x | x | x | i | 32 | 6.5% | x | 0.7 | 43 | i | 0.6 | 14%
CCCN1CCC(=O)N(CCSc2ccc(OC)cc2)CC1
  x | 0.2% | -1% | x | x | 0.0% | 5% | -0.7 | 105 | i | 1.8 | 15%
COc1ccc(C2=NOC(C(=O)NCCCn3ccnc3)C2)cc1 (stereo not given)
  1.1 | -0.1% | 2% | i | 22 | 2.4% | 5% | -0.5 | 88 | i | 1.7 | 4%
CCC(=O)N1CCN(c2c(Cl)cccc2[N+](=O)[O-])CC1
  1.1 | 0.7% | 4% | i | 51 | u | -2% | 1.2 | 40 | i | 1.1 | -2%

Next records.
Each structure is followed by: TNAP activators | K1F lysis inhibition | PhoP inhibition | T cell HTS | T cell HTS vesicle-bound % | RSV antiviral HEp-2 | Rac1 GTP hydrolysis | NTR1 ag | NTR1 ag cell count 20 µM | Myeloid diff 2 | Myeloid diff 2 GFP+ MAC1+ % | SV40 large T antigen
CCC1(c2ccccc2)ON(c2c(Br)cccc2Br)C1=O (stereo not given)
  x | -1.9% | x | i | 10 | -1.3% | 5% | 5.6 | 52 | i | 0.7 | x
CN1CCN(c2nc(-c3ccccc3)nc(-c3ccccc3)c2C#N)CC1
  1.1 | -0.2% | -3% | i | 56 | -3.5% | 4% | 6.6 | 72 | i | 0.1 | 7%
O=C(CSc1nnc(-c2cc3ccccc3cc2O)n1Cc1ccco1)N1CCc2ccccc2C1
  1 | 4.8% | 14% | i | 9 | 7.8% | 4% | 3.7 | 53 | i | 9.3 | 14%
O=C(CCCn1c(=O)[nH]c2ccc(Br)cc2c1=O)NCc1ccc(Cl)cc1
  1.2 | 0.1% | 2% | i | 5 | 1.1% | 8% | 5.5 | 59 | i | 0.0 | 4%
Cc1cccc(NC(=O)c2ccc3c(=O)n4c(nc3c2)CCCCC4)n1
  x | 1.0%[50 µM] | -1% | i | 45 | 9.6% | 11% | 1.0 | 55 | i | 0.5 | 10%
O=C1Nc2ccc(Br)cc2/C1=C/C(=O)c1ccc2c(c1)OCO2
  x | -1.2% | -9% | i | 14 | 1.5% | 15% | 55* | 45* | i | 0.0 | 14%
CC(C)Cn1c(CCC(N)=O)nnc1SC(C)C(=O)Nc1ccc2c(c1)OCO2 (stereo not given)
  x | 0.6%[50 µM] | x | i | 33 | 0.1% | 2% | -0.9 | 65 | i | 0.8 | x
CCc1ccc(NC(=O)Nc2ccsc2C(=O)OC)cc1
  x | 1.9%[50 µM] | 1% | i | 3 | 2.9% | 8% | 0.7 | 41 | i | 0.2 | 9%
CCN1CCN(C(=O)CCn2c(=O)c3cccn3c3cccnc32)CC1
  x | 0.1% | -1% | i | 30 | x | 10% | 0.8 | 64 | i | 0.0 | 6%
CCCC(c1nnnn1CS(=O)(=O)c1ccc(C)cc1)N1CCN(c2ccccc2)CC1 (stereo not given)
  1.1 | 0.6% | -4% | i | 40 | 6.3% | -5% | -3.1 | 84 | i | 0.9 | -1%
CC(C)CC(NC(=O)C1CCC(C)CC1)C(=O)Nc1ccccc1F (stereo not given)
  x | -0.1% | 0% | i | 48 | 0.6% | 7% | 0.2 | 34 | i | 0.2 | 5%
CN(C)S(=O)(=O)c1ccc(C(=O)NCCN=C2NS(=O)(=O)c3ccccc32)cc1
  x | 0.3% | 7% | i | 13 | 0.3% | 7% | 1.0 | 47 | i | 0.6 | 3%
CN(CC(=O)NCCc1ccc(Cl)cc1)S(=O)(=O)c1ccc2c(c1)c(=O)n(C)c(=O)n2C
  1.1 | 1.1% | 9% | i | 25 | -1.1% | 13% | 3.9 | 49 | i | 0.6 | 16%
Cc1ccccc1-n1c(=O)[nH]c(=O)c2c(N)c(C(=O)c3ccc(Cl)cc3)sc21
  1.1 | 0.7%[50 µM] | -15% | i | 40 | 5.1% | 6% | 40* | 66* | i | 0.9 | 13%
CCOC(=O)c1cc(CC)sc1NC(=O)C1CC1
  1.1 | 0.5% | 15% | i | 40 | 2.9% | -2% | 1.3 | 70 | i | 7.1 | -3%
COc1cc(/C=C/C(=O)O)cc(Br)c1O
  x | -0.1% | -3% | i | 44 | 0.3% | 23% | -0.3 | 68 | i | 0.4 | 21%
C=CCc1cccc2cc(C(=O)N(CC)CC)c(=O)oc12
  1.1 | -0.1% | 7% | i | 29 | 0.4% | 1% | 2.2 | 76 | i | 1.9 | -3%

Screening data from PubChem BioAssay.
